# NCI-60 one-dose screen, 48 h, at 10 µM unless noted. Numbers give growth in % (100 = growth as untreated, 0 = no growth, -100 = all killed).
# SK-MEL-5: SK-MEL-5 melanoma | actives 6.4% (n = 80,000)
# UACC-62: UACC-62 melanoma. actives 5.4% (n = 81,000). AID 1794756
# LOX IMVI: LOX IMVI melanoma. AID 1794757. actives 7.4% (n = 79,000)
# SK-MEL-2: SK-MEL-2 melanoma; actives 4.7% (n = 77,000); AID 1794763
# HS 578T: HS 578T breast cancer. actives 4.1% (n = 78,000). AID 1794788
# MALME-3M: MALME-3M melanoma | actives 5.8% (n = 78,000) | AID 1794766
# UACC-257: UACC-257 melanoma | actives 4.4% (n = 78,000) | AID 1794764
# SK-MEL-28: SK-MEL-28 melanoma; actives 4.1% (n = 81,000); AID 1794761
# Starred values were filed as active, the others as inactive; x = not tested or not shown; & = joins results of further samples. Rule for the calls: active = growth percent below 10; inactive = the rest.
Molecule	HS 578T	UACC-257	LOX IMVI	UACC-62	SK-MEL-2	MALME-3M	SK-MEL-5	SK-MEL-28
CCN(C(=O)N1CCN(c2cc3c(cc2F)c(=O)c(C(=O)O)cn3C2CC2)CC1)c1nc(-c2ccc(OC)cc2)cs1	28	94	21	35	83	67	46	54
O=C(CSc1nc2ccccc2o1)N1c2ccccc2Sc2ccccc21	90	87	79	54	100	83	72	102
Cc1ccc(S(=O)(=O)NCCSc2nc(-c3ccc(F)cc3)c(C#N)c(=O)[nH]2)cc1	102	105	97	98	100	103	103	115
CCN1CCN(c2nc(NCCNc3ccnc4cc(Cl)ccc34)c3ccccc3n2)CC1	50	58	-63*	-88*	-71*	-78*	x	-60*
O=C(N/N=C\c1cc(=O)[nH]c(=O)[nH]1)c1ccncc1	113	112	101	91	118	130	116	110
CC(O)CN (configuration not stated)	104	95	102	100	125	x	101	101
COc1ccc(C(=O)OCOC(=O)c2ccc(OC)cc2)cc1	103	114	95	96	95	112	107	109
Cc1cccc(C)[n+]1[O-]	92	94	98	93	x	89	95	115
C[C@H]1C[C@H]2[C@@H]3CC[C@H]4C[C@@H](O)CC[C@]4(C)[C@H]3CC[C@]2(C)OC1=O	105	100	41	94	95	97	100	116
CN(C)CCCN(Cc1ccccc1O)C(=O)Nc1ccc(F)cc1	87	109	97	102	111	107	93	100
CN(C)CCOc1nc2c3cccnc3cc(-c3cccc(Cl)c3)c2c2ncccc12	43	-58*	-94*	-76*	x	-90*	1.2*	-82*
Cc1cc(C)nc(NS(=O)(=O)c2ccc(Nc3nc4nc(NCc5ccccc5)nc(-c5ccc(O)cc5O)c4c(=O)[nH]3)cc2)n1	99	117	92	74	83	88	96	103
c1ccc(CSc2nnc(NC3CCCCC3)s2)cc1	110	x	100	97	100	96	94	105
O=C1N/C(=N\c2nccs2)S/C1=C\C=C/c1ccccc1	85	8.2*	28	-24*	38	43	x	18
CNC(=O)C(C)C1C(=O)/C(=C(O)/C=C\C(C)=C\C(C)C2OC3(C)OC(C=CC34CO4)C2C)C(=O)N1C1CCC(O)C(C)O1 (configuration not stated)	94&103	100&100	94&92	102&100	107&120	95&107	96&101	112
CCOC(=O)c1cc2c(=O)oc3ccccc3c2oc1=O	100	105	92	96	78	105	106	116
O=C(N/N=C(\CS(=O)(=O)c1ccccc1)c1cc2ccccc2oc1=O)c1ccccc1	106	95	97	98	115	110	105	107
COc1cccc(Sc2nc(N)nc3c2CCN(Cc2ccc(OC)cc2OC)C3)c1	103	87	77	69	85	77	67	112
C=C(CN(C)C)C(=O)O	123	116	114	99	99	110	109	112
O=Cc1cc([N+](=O)[O-])ccc1O	x	100	96	99	108	100	101	99
CCC(=O)Oc1ccc(/C(=C(/C)Cc2ccc(OC)cc2)c2ccc(OCCCN(C)C)cc2)cc1	105	112	103	104	125	123	105	127
COc1ccccc1N(C(C)=O)C1=C(Cl)C(=O)c2ccccc2C1=O	43	-7.0*	4.9*	-35*	-38*	43	-70*	21
NC(=S)N/N=C/C(F)(F)F	x	101	101	106	100	114	112	103
Cc1onc(-c2c(F)cccc2Cl)c1-c1ncc(-c2ccc(Br)cc2)o1	67	24	x	34	75	45	11	50
O=[N+]([O-])c1ccc(-c2cc3c(Nc4ccc(OCc5cccc(F)c5)c(Cl)c4)ncnc3s2)cc1	95	93	75	79	86	94	93	110
CN1C(=O)N(C)C2(c3ccccc3)n3c(s/c(=C\c4ccc(Br)cc4)c3=O)=NNC12c1ccccc1 (configuration not stated)	73	91	54	87	99	62	x	86
O=C1c2ccccc2C2=Nc3ccccc3SC(c3cccc(F)c3)C12 (configuration not stated)	102	105	96	101	97	96	108	103
COc1ccc(NC(=O)Nc2ccc(F)c(C(=O)c3c[nH]c4ncccc34)c2F)cc1	88	113	91	83	110	89	99	100
O=C(O)C#Cc1ccc(Cl)cc1Cl	130	103	107	90	119	115	103	115
NS(=O)(=O)c1ccc(Nc2nc(SCC(=O)c3ccc(Cl)cc3)nc3c2CCC3)cc1	103	103	84	76	87	112	92	102
NS(=O)(=O)c1ccc(Nc2nc(N/N=C/c3ccc(C(F)(F)F)cc3)nc(Nc3ccccc3)n2)cc1	8.8*	40	9.9*	15	29	22	34	27
COc1ccc(-c2cc(C#N)c(/N=C\NNC(=O)c3cccnc3)o2)cc1	102	104	98	99	111	114	101	113
CC1(C)C(=O)/C(=C\c2ccco2)C[C@]2(C)[C@H]3C(=O)C=C4[C@@H]5C[C@](C)(C(=O)N6CCNCC6)CC[C@]5(C)CC[C@@]4(C)[C@]3(C)CC[C@@H]12	122	106	103	102	105	98	99	109
CC(C)=NNc1ccc([N+](=O)[O-])cc1[N+](=O)[O-]	91	101	78	65	113	159	102	111
O=S(=O)(NCCCNc1cc(-c2cn(-c3ccccc3)nc2-c2ccccc2)ccn1)c1ccc(Br)cc1	73	x	68	78	82	77	42	84
Nc1cc(-c2c[nH]c3ccc(Br)cc23)nc2cc(-c3c[nH]c4ccc(Br)cc34)nn12	54	65	-53*	12	-44*	46	37	50
CC(=O)CC1(O)C(=O)Nc2ccc([N+](=O)[O-])cc21 (configuration not stated)	102	96	96	94	112	101	99	108
NC1C(N)C(N)C1N (configuration not stated)	112	101	95	99	92	114	113	x
CCCCN1C(=O)c2c(/C=C/C(=O)OC)ccc3c(OC)cc(/C=C/C(=O)OC)c(c23)C1=O	93	98	67	80	100	76	81	94
CC(=O)CN(C(C)=O)c1ccccc1	110	94	101	105	107	99	102	107
CCCCC(CC)C(C(C)=O)N(C)C (configuration not stated)	116	126	101	94	96	125	105	103
N=C(N)n1c(N)nc2ccccc2c1=O	107	98	96	101	108	102	102	120
O=C(Nc1ccc(Nc2ccncc2)cc1)c1ccc(Nc2ccnc3ccc([N+](=O)[O-])cc23)cc1[N+](=O)[O-]	-5.5*	71	21	91	82	-50*	103	55
CC(=O)Nc1cccc(-c2[nH]c3ccccc3c2C=O)c1	88	96	88	88	94	94	x	107
CC1(C)C2C3CCC2C2C[S+]1CC23	x	102	106	102	112	106	106	112
NS(=O)(=O)c1ccc(CCN2C(=O)c3cccc4cccc(c34)C2=O)cc1	105	106	104	98	104	99	99	108
CC(C)NC(=O)OCc1c(COC(=O)NC(C)C)c(-c2ccc(Cl)c(Cl)c2)n2c1SCC2	36	32	19	-19*	38	63	68	93
CCCCNCCCC	106	x	111	106	120	92	102	107
COc1ccc2cc(-c3nc4ccccc4s3)c(Cl)nc2c1OC	90	109	91	91	96	109	93	107
O=C(/C=C/c1ccccn1)c1ccc(OCc2nnc(-c3ccc(Cl)cc3)o2)cc1	66	57	-92*	49	99	60	x	54

# Next section:
Molecule	HS 578T	UACC-257	LOX IMVI	UACC-62	SK-MEL-2	MALME-3M	SK-MEL-5	SK-MEL-28
COc1ccc(NC(=O)C2c3ccccc3C(=O)N(CC(C)C)C2c2cccs2)cc1Cl (configuration not stated)	99	95	103	101	106	101	84	102
Cc1cc2c(c(C)c1Cl)C(=O)/C(=C/c1cccc([N+](=O)[O-])c1)O2	96	88	102	82	98	97	97	102
Fc1ccc(-c2cn3c(nc4ccccc43)c(-c3ccccc3)n2)cc1	77	101	106	79	109	107	89	185
Nc1nc2c(-c3ccc([N+](=O)[O-])cc3)nnn2c2cccc(Cl)c12	91	110	101	84	121	91	93	111
O=C(CN1CCn2c(nnc2C(F)(F)F)C1)Nc1nc2ccccc2s1	80	102	95	90	96	101	79	103
NS(=O)(=O)c1ccc(NC(=O)CNNc2nc3ccccc3c(=O)n2-c2ccccc2)cc1	87	90	101	87	93	90	93	104
CCCCNC(C)C(O)c1ccc(-c2ccc(C(O)C(C)NCCCC)cc2)cc1 (configuration not stated)	82	x	84	97	88	119	84	103
Cn1cc(-c2nc(-c3cccnc3)cs2)c2cccnc21	97	x	99	78	97	93	82	96
O=C(OCC(=O)c1cc2ccccc2o1)c1ccc(NS(=O)(=O)c2cccs2)cc1	108	x	89	93	93	109	102	118
CCOC(=O)c1sc(/N=C2\C(=O)Nc3ccc(Cl)cc32)nc1C	102	104	89	95	90	101	104	107

# Reprinted at random: 2 compounds from above
Molecule	HS 578T	UACC-257	LOX IMVI	UACC-62	SK-MEL-2	MALME-3M	SK-MEL-5	SK-MEL-28
COc1ccc(NC(=O)C2c3ccccc3C(=O)N(CC(C)C)C2c2cccs2)cc1Cl (configuration not stated)	99	95	103	101	106	101	84	102
Nc1nc2c(-c3ccc([N+](=O)[O-])cc3)nnn2c2cccc(Cl)c12	91	110	101	84	121	91	93	111

# Continuation.
Molecule	HS 578T	UACC-257	LOX IMVI	UACC-62	SK-MEL-2	MALME-3M	SK-MEL-5	SK-MEL-28
Nc1nc2c(C(=O)Nc3ccc(Cl)cc3)c(Nc3ccc(Cl)cc3)nn2c(-c2ccc(Cl)cc2)c1-c1nc2ccccc2s1	98	119	99	94	109	102	101	102
CSc1nnc(-c2cnn(CC(O)c3ccccc3)c2N)n1-c1ccccc1 (configuration not stated)	96	90	100	91	105	102	103	110
C=CCn1c(-c2nc3ccc(C(=C(C#N)C#N)c4ccccc4)cc3[nH]2)cc2cc(-c3ccc(C(C)=O)cc3)ccc21	95	105	91	84	95	105	85	96
S=C1CC2CCCC(C2)N1 (configuration not stated)	104	102	104	102	113	105	102	106
COc1ccc(-c2nc3ccc(-c4nnc(SCC(=O)Nc5ccc(C(=O)/C=C/c6ccccc6)cc5)o4)cc3[nH]2)cc1OC	96	110	-12*	95	108	97	96	105
CC/C(=C(/c1ccc(Cl)cc1)c1ccc(OCCCN(C)C)cc1)c1ccc(Cl)cc1	x	94	94	106	x	100	101	107
CCCCNC(=O)c1ccc(OCC)cc1	101	102	95	98	x	101	103	101
Cc1nn(-c2ccccc2)c(Oc2c(Cl)cccc2Cl)c1/C=N/N=c1\sc2ccccc2n1C	73	71	26	36	80	82	20	64
O=C(N/N=C/c1ccc(Br)cc1)c1ccc(Cc2n[nH]c(=O)c3cccnc23)cc1	109	103	96	96	105	101	99	100
Cn1c2c(c3ccc(Cl)c(Cl)c31)C(C#N)C1(CCN(C(=O)OC(C)(C)C)CC1)NC2=O (configuration not stated)	125	100	92	74	92	77	x	113
O=c1[nH]c2ccccc2cc1CSc1ccc(Nc2nccc(-c3ccc(C(F)(F)F)cc3)n2)cc1	-8.2*	90	16	82	85	6.2*	89	79
Brc1cccc(-n2ncc3c(Nc4ccc(-c5nnc(Nc6ccccc6)s5)cc4)ncnc32)c1	110	107	100	95	112	102	99	106
C=CCc1cc(Cl)ccc1O	91	114	92	x	112	86	97	110
O=C1c2cc([N+](=O)[O-])ccc2-c2cc(Br)c(N=C(NO)C(F)(F)F)cc21	103	87	91	98	x	98	93	106
Cc1ccc2c(c1)P(=O)(O)c1cc(C)ccc1O2	97	98	90	98	114	102	94	96
Cc1cc(C(=O)O)c(C)cc1N	101	100	98	100	109	139	115	106
N#CC1=C(N)Oc2c(ccc3ccccc23)C1c1ccc(Cl)cc1 (configuration not stated)	89	97	87	74	93	88	91	96
CCC(=O)OC(c1cc2c(cc1Br)OCO2)C(C)Br (configuration not stated)	98	x	95	104	105	101	99	109
CC1CC(NC(=S)N(C)C)CC(C)(C)C1 (configuration not stated)	116	107	93	113	104	89	106	117
COc1cc2oc(-c3ccc(O)cc3)cc(=O)c2c(O)c1-c1c(OC)cc(O)c2c(=O)cc(-c3ccc(O)cc3)oc12	17	91	18	-26*	52	63	-49*	18
CCCCOP(=O)(COP(=O)(OC(C)C)OC(C)C)OCCCC	105	92	101	106	169	126	109	104
Cc1ccc(-c2nn(-c3ccccc3)cc2/C=C/C(=O)NNC(=O)Nc2ccc(Br)cc2)cc1	97	104	81	55	80	94	102	101
CC(C)CN(C)/N=N/c1nc[nH]c1C(N)=O	103	91	53	84	42	79	99	98
CCc1ccc(/C=C/c2ccc(O)c3ncccc23)[n+](C)c1	23	x	56	36	78	64	26	61
Cc1ccc(OCc2occc2C(=O)N2CCOCC2)cc1	104	116	108	98	107	102	100	110
CN1CCCC(c2ccccc2)C1c1ccccc1 (configuration not stated)	95	104	99	99	97	101	103	105
Cc1[nH]c(C(=O)OCc2cn(CCCCNC(=O)COc3cccc4c3C(=O)N(C3CCC(=O)NC3=O)C4=O)nn2)c2c1C(=O)CCCC2 (configuration not stated)	77	94	91	80	102	95	97	112
Cn1cc(C2=N[C@](C)(C(=O)N[C@H](C(=O)NC(C)(CO)C(=O)O)[C@H]3CCCN3)CO2)c2c(O)cc(Cl)cc21 (some centres not stated)	101	103	82	88	101	83	101	108
COc1cc(C2=NN(C=O)C(c3sc(Cl)nc3Cl)C2)cc(OC)c1OC (configuration not stated)	99	86	99	93	88	97	93	88

# Some of the entries so far, with two lines to a compound:
# The line under a structure holds: HS 578T	UACC-257	LOX IMVI	UACC-62	SK-MEL-2	MALME-3M	SK-MEL-5	SK-MEL-28
> CCCCNC(C)C(O)c1ccc(-c2ccc(C(O)C(C)NCCCC)cc2)cc1 (configuration not stated)
    82	x	84	97	88	119	84	103
> CNC(=O)C(C)C1C(=O)/C(=C(O)/C=C\C(C)=C\C(C)C2OC3(C)OC(C=CC34CO4)C2C)C(=O)N1C1CCC(O)C(C)O1 (configuration not stated)
    94&103	100&100	94&92	102&100	107&120	95&107	96&101	112
> N#CC1=C(N)Oc2c(ccc3ccccc23)C1c1ccc(Cl)cc1 (configuration not stated)
    89	97	87	74	93	88	91	96
> CN(C)CCOc1nc2c3cccnc3cc(-c3cccc(Cl)c3)c2c2ncccc12
    43	-58*	-94*	-76*	x	-90*	1.2*	-82*
> CCOC(=O)c1sc(/N=C2\C(=O)Nc3ccc(Cl)cc32)nc1C
    102	104	89	95	90	101	104	107
> O=C1c2ccccc2C2=Nc3ccccc3SC(c3cccc(F)c3)C12 (configuration not stated)
    102	105	96	101	97	96	108	103
> CCN(C(=O)N1CCN(c2cc3c(cc2F)c(=O)c(C(=O)O)cn3C2CC2)CC1)c1nc(-c2ccc(OC)cc2)cs1
    28	94	21	35	83	67	46	54
